Assay outcomes (PubChem)
Tat export inh = E. coli Tat export inhibitors, primary screen, MC4100, TorA-mCherry reporter, fluorescence, single point | 340,000 tested, 0.036% active | inhibition, % at 10 µM | AID 488895, 2010;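 active = mean replicate inhibition at least 50% and at least half of replicates individually reaching 50%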;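 also: exported cargo escapes ClpAP degradation while cytoplasmic cargo is degraded and loses fluorescence; 0% = median of neutral control wells and 100% = median of NaSCN control wells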
SR-BI HDL uptake = inhibitors of SR-BI mediated HDL lipid uptake, primary screen, ldlA[mSR-BI] cells, fluorescence, single point; Scavenger receptor class B member 1 (Mus musculus), Q61009; ldlA[mSR-BI] CHO cells, DiI-HDL uptake fluorescence, 3 h; inhibition, % at 12.5 µM; 320,000 tested, 0.96% active;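 active = mean replicate inhibition of at least 70% and a set share of replicates each scoring 70 or more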;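 also: 0% = median of neutral control wells and 100% = median of positive control wells; values of inactives mirror those of a sister screen read the other way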
Target sequence (Q61009 whole entry, looked up): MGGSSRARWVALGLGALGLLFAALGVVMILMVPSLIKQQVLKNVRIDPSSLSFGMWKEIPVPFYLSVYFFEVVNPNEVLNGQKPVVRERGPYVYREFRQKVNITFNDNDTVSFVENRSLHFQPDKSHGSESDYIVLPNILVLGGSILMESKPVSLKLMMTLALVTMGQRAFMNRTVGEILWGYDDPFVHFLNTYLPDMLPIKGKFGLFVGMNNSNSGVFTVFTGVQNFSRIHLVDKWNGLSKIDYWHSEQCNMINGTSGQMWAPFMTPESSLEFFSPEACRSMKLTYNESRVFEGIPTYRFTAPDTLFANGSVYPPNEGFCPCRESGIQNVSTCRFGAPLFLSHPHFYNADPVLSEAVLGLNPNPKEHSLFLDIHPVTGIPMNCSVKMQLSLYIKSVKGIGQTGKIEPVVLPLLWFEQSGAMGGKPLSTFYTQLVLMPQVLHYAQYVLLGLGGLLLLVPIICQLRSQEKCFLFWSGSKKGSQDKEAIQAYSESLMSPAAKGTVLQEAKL
CAL PDZ FP-1 = untagged CAL PDZ binding inhibitors, primary screen, biochemical, fluorescence polarization, HTS; Golgi-associated PDZ and coiled-coil motif-containing protein (Homo sapiens), Q9HD26; purified CAL PDZ, TMR-peptide fluorescence polarization, 1 h; inhibition, % at 24.9 µM; 300,000 tested, 0.92% active; AID 602252, 2012;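 active = mean inhibition of at least 30% with at least half of replicates also reaching 30%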;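 also: 0% = DMSO neutral control and 100% = excess unlabeled competitor peptide PRC23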
E coli growth = E. coli V3065 growth inhibition, primary screen, counter-screen for AddAB inhibitor project, absorbance, OD600. AID 449728, 2010. inhibition, % at 11.9 µM. 18 h. 330,000 tested, 0.27% active;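 active = inhibition above the campaign's mean inhibition across all tested compounds plus 3 SD, cut at about 9.9% in these data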;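 also: uninfected addAB+ strain grown without phage in ampicillin broth; 0% = DMSO wells and 100% = ciprofloxacin 0.95 µg/ml wells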
SR-BI DiI-HDL act = activators of SR-BI mediated DiI-HDL uptake, primary screen, ldlA[mSR-BI] CHO cells, DiI fluorescence. 3 h; 100 = double the neutral-control signal. 320,000 tested, 0.096% active. activation, % at 12.5 µM;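 active = mean replicate activation of at least 60% and every replicate at or above 60%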;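 also: 0% = median plate neutral-control signal and 100% = twice that signal; values of inactives mirror those of a sister screen read the other way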
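system = CHO ldlA[mSR-BI] cells, LDL receptor-null, SR-BI overexpressing | medium = Ham's F12 with 0.5% BSA, HEPES 25 mM, pH 7.4 | probe or stimulus = DiI-HDL 10 µg/mL | compound dosing = single-point compound dose | incubation = compound exposure 3 h, 37 °C | technique = DiI fluorescence, bottom read | read-out = cell-associated DiI fluorescence as measure of HDL uptake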
phage Ecoli inh = growth loss of phage-infected E. coli, primary screen, RecBCD inhibitor project, absorbance, with phage, HTS; inhibition, % at 11.9 µM; 360,000 tested, 0.26% active; AID 651602, 2012; in the data active = inhibition above about 11%
Wnt bcat act = Wnt/beta-catenin pathway activators, primary screen, cell-based, plate reader, single point | AID 743398, 2014 | 300,000 tested, 1.2% active | activation, % at 9.35 µM | Wnt/beta-catenin reporter cell assay, activator; in the data active = activation above about 30%, passing the limit was not always enough;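 also: 0% = neutral control wells and 100% = positive control wells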
CAL PDZ FP-2 = CAL PDZ peptide-binding inhibitors, primary screen, biochemical, fluorescence polarization, Cer-tagged CAL PDZ, HTS. Golgi-associated PDZ and coiled-coil motif-containing protein (Homo sapiens), Q9HD26. purified CAL PDZ, TMR-peptide fluorescence polarization, 1 h. AID 504414, 2011. 330,000 tested, 0.02% active. inhibition, % at 20 µM;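 active = highest replicate inhibition of at least 40%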;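 also: plate controls were DMSO neutral control wells for no effect and unlabeled competitor peptide control wells for full effect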
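Test system: purified CerCALP PDZ construct; Compound dosing: one concentration, 20 µM compound; Also added: TMR-labelled reporter peptide T*-PRC34 bound in PDZ groove; Read-out: inhibition from polarization loss; Controls: unlabelled peptide and DMSO controls; Signal: FP readout, S and P plane fluorescence; Incubation: 1 h at RT.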
AddAB inh = growth inhibition of E. coli expressing H. pylori AddAB, primary screen, AddAB inhibitor project, absorbance. inhibition, % at 11.9 µM. 330,000 tested, 0.29% active; in the data active = inhibition above about 12%;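 also: 0% = vehicle wells of infected cells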
MITF act = activators of MITF-driven TRPM1 promoter reporter, primary screen, cell-based, SK-MEL-5, luciferase, single point; 300,000 tested, 0.75% active; AID 588334, 2011; activation, % at 12.5 µM; SK-MEL-5 TRPM1-promoter luciferase, 24 h; % of positive control, neutral wells = 0;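 active = mean activation of at least 80% with every replicate also reaching 80%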;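 also: 0% = neutral control wells and 100% = parthenolide positive control wells; values of inactives mirror those of a sister screen read the other way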
The depositor's hits bear a star; nt = no result given; & = joins results of further samples.

SMILES | Tat export inh | SR-BI HDL uptake | CAL PDZ FP-1 | E coli growth | SR-BI DiI-HDL act | phage Ecoli inh | Wnt bcat act | CAL PDZ FP-2 | AddAB inh | MITF act
COc1cc(Cl)c(S(=O)(=O)NCc2ccccn2)cc1Cl | -6 | 12 | -3 | 0.2 | -12 | -0.1 | -2 | -1.7 | 1.5 | 14
COC(=O)CSc1nc2cc(Cl)ccc2c(=O)n1C1CCCC1 | 5 | 21 | -4 | 0.6 | -21 | 2.8 | nt | -6.0 | 0.2 | nt
CCC(NC(=O)c1ccccc1NC(=O)c1ccccc1)C(=O)O (centres undefined) | -1 | -6 | -4 | -0.5 | 6 | 1.0 | nt | -2.6 | 3.6 | -6
CC1Cc2ccccc2N1C1=NS(=O)(=O)c2ccccc21 (centres undefined) | 7 | 2 | -2 | 1.4 | -2 | 3.6 | 7 | -2.4 | 1.6 | 35
COc1cccc(C(=O)Nc2nnc(-c3ccc(OC)cc3OC)s2)c1 | -4 | nt | -5 | -1.3 | nt | 1.1 | -11 | -2.9 | 2.2 | nt
NCCN1CCN(CC(=O)N2c3ccccc3C(=O)Nc3cccnc32)CC1 | 1 | -11 | 4 | -2.2 | 11 | 1.4 | -1 | -0.7 | 2.9 | 5
O=S(=O)(c1ccc(F)cc1)N1CCC2(CC1)OCCO2 | 0 | -3 | nt | 1.3 | 3 | 5.2 | 0 | -1.1 | 2.7 | 3
COc1ccc(NC2CCCN(C(=O)CN3C(=O)c4ccccc4C3=O)C2)cc1OC (centres undefined) | -5 | 2 | 0 | 0.4 | -2 | 2.8 | -1 | -2.5 | -0.9 | 2
COc1ccccc1N1CCN(C(=O)c2cc(S(=O)(=O)N3CCOCC3)ccc2C)CC1 | -10 | -1 | -2 | nt | 1 | 3.3 | -2 | -3.2 | nt | 12
CC(C)(C)n1nnnc1CN(Cc1cccnc1)Cc1ccccc1Cl | -3 | -1 | -1 | 0.2 | 1 | 1.8 | nt | -1.5 | -0.8 | 5
CC(=O)CCc1ccc(OCCCCn2cncn2)cc1 | 10 | -28 | 2 | -1.4 | 28 | 2.4 | 1 | -0.9 | -0.1 | 4
CC1(C)CC(=O)C=C(NCc2cccs2)C1 | -3 | 3 | -2 | -0.2 | -3 | -0.9 | 2 | nt | -0.2 | nt
CCOc1ccc(NC(=O)NC(=O)N(C)S(=O)(=O)c2ccc(C)cc2)cc1 | 8 | 0 | -1 | 0.5 | 0 | 0.3 | 7 | -1.8 | 0.2 | -11
Cc1cc(C)cc(OCC(=O)OCC(=O)Nc2c(C)n(C)n(-c3ccccc3)c2=O)c1 | 5 | -7 | 1 | 0.0 | 7 | 2.3 | -1 | -1.9 | -0.3 | -1
N#Cc1c(-c2ccccc2Cl)cc(-c2ccccc2)nc1Br | -2 | 25 | -1 | 1.8 | -25 | 3.6 | -1 | 0.2 | 1.6 | -18
CCOc1ccc(OCC)c(NC(=O)CN2CCN(CC(=O)NC(C)C)CC2)c1 | -1 | -12 | 5 | -1.9 | 12 | -1.0 | 2 | -0.6 | -0.2 | nt
O=S(=O)(c1ccc(Br)cc1)N1CCN=C1SCc1cccnc1 | -2 | 18 | 45* | -2.2 | -18 | 3.9 | -3 | -0.9 | 1.1 | -6
N#Cc1cc(C(=O)c2cc(Br)ccc2O)cn(C2CCCCC2)c1=O | -3 | 44 | 0 | 2.1 | -44 | 0.7 | -2 | 0.2 | 0.8 | -4
CCOc1ccc(N2C(N)=NC(N)=NC2(C)C)cc1 | -3 | -11 | -7 | 2.3 | 11 | 1.5 | -2 | 0.0 | 1.4 | nt
CCOC(=O)c1ccc2c(c1)nc(SCC(=O)c1cc3ccccc3o1)n2CC | 3 | 31 | -3 | 0.4 | -31 | 2.9 | nt | 0.2 | 0.2 | 16

CAL PDZ FP-1, what is marked active above
structure | Tat export inh | SR-BI HDL uptake | CAL PDZ FP-1 | SR-BI DiI-HDL act | phage Ecoli inh | Wnt bcat act | CAL PDZ FP-2 | MITF act
O=S(=O)(c1ccc(Br)cc1)N1CCN=C1SCc1cccnc1 | -2 | 18 | 45* | -18 | 3.9 | -3 | -0.9 | -6

The listing picks up, repeating the 5 entries before the break.
SMILES | Tat export inh | SR-BI HDL uptake | CAL PDZ FP-1 | E coli growth | SR-BI DiI-HDL act | phage Ecoli inh | Wnt bcat act | CAL PDZ FP-2 | AddAB inh | MITF act
CCOc1ccc(OCC)c(NC(=O)CN2CCN(CC(=O)NC(C)C)CC2)c1 | -1 | -12 | 5 | -1.9 | 12 | -1.0 | 2 | -0.6 | -0.2 | nt
O=S(=O)(c1ccc(Br)cc1)N1CCN=C1SCc1cccnc1 | -2 | 18 | 45* | -2.2 | -18 | 3.9 | -3 | -0.9 | 1.1 | -6
N#Cc1cc(C(=O)c2cc(Br)ccc2O)cn(C2CCCCC2)c1=O | -3 | 44 | 0 | 2.1 | -44 | 0.7 | -2 | 0.2 | 0.8 | -4
CCOc1ccc(N2C(N)=NC(N)=NC2(C)C)cc1 | -3 | -11 | -7 | 2.3 | 11 | 1.5 | -2 | 0.0 | 1.4 | nt
CCOC(=O)c1ccc2c(c1)nc(SCC(=O)c1cc3ccccc3o1)n2CC | 3 | 31 | -3 | 0.4 | -31 | 2.9 | nt | 0.2 | 0.2 | 16
CC(=O)NC(c1ccco1)c1cc(F)c2cccnc2c1O (centres undefined) | -2 | -17 | -1 | 0.8 | 17 | 1.2 | 1 | -1.4 | -2.0 | 6
CN(C)c1ccc(Nc2nc(-c3cccnc3)cs2)cc1 | 5 | -2 | -2 | 0.7 | 2 | 1.7 | nt | -0.6 | -2.5 | 9
Cc1ccc(NC(=O)Nc2ccccc2CC[N+](=O)[O-])cc1 | -5 | 24 | 3 | -1.3 | -24 | 3.6 | 2 | -1.3 | -0.2 | 2
CCCCC(CC)C(=O)Nc1ncc([N+](=O)[O-])s1 (centres undefined) | -4 | -28 | 3 | -2.4 | 28 | 3.5 | -1 | -2.0 | 0.8 | -14
CCC(C)(C)NC(=O)C1CCCN(S(=O)(=O)c2ccc3c(c2)CC(C)N3C(=O)C2CC2)C1 (centres undefined) | -4 | -2 | -3 | -0.1 | 2 | 2.2 | -3 | -1.9 | 1.0 | 10
NC(=S)NN=C1Cc2cccc3cccc1c23 | -6 | 30 | -3 | nt | -30 | 1.2 | -5 | 0.0 | nt | -27
O=C(NC1CC1)C1CCN(S(=O)(=O)c2ccc(Cl)c([N+](=O)[O-])c2)CC1 | -2 | -2 | -8 | -0.9 | 2 | 1.3 | -6 | -0.7 | -0.6 | -77
Cc1cc2oc(=O)cc(-c3ccccc3)c2c(C)c1-c1ccc(F)c(Cl)c1 | 8 | 39 | 0 | 2.9 | -39 | 0.7 | 0 | -1.2 | -0.6 | -8
O=C(O)CC(=O)NC12CC3CC(CC(C3)C1)C2 | 4&6 | 42&2 | 1&-4 | 3.2&-0.4 | -42&-2 | 2.4&2.1 | nt | -0.2&0.2 | 0.7&-2.0 | 16&6
CC(C)c1ccc(N(C(=O)c2ccco2)C(C(=O)NC2CCCC2)c2ccncc2)cc1 (centres undefined) | -4 | -8 | -2 | -2.3 | 8 | -2.3 | 5 | -2.7 | 5.2 | 47
O=C(CC1SC2=NCCN2C1=O)Nc1ccccc1 (centres undefined) | -8 | -15 | -2 | 2.2 | 15 | 3.4 | nt | -2.1 | 1.8 | nt
O=C(CN1CCCCC1)Nc1ccc(S(=O)(=O)NC2CCCCC2)cc1 | -9 | 5 | 14 | 0.6 | -5 | 2.0 | -5 | -0.4 | -1.8 | -8
O=C(CNC1CCCC1)Nc1ccc(S(=O)(=O)N2CCCCC2)cc1 | -5 | nt | -2 | -2.7 | nt | 0.8 | -4 | -1.9 | 2.1 | -14
Cc1ccccc1-n1nc(-c2cccnc2)cc1C(=O)N/N=C/c1ccncc1 | -1 | 0 | nt | 2.2 | 0 | 3.7 | -3 | -1.3 | 0.6 | -6
COc1ccccc1/C=N\NC(=O)c1c(C)nc2ccc(Cl)cn12 | 2 | 45 | 1 | nt | -45 | 1.3 | 0 | -1.2 | nt | 1
O=C(C1CCCN(Cc2cccc(Cl)c2)C1)N1CCCCC1 (centres undefined) | -2 | nt | 5 | nt | nt | -0.5 | -1 | 0.2 | nt | -6
CCOC(=O)CNC(=O)c1nn(-c2ccc(OCC)cc2)c(=O)c2ccccc12 | -3 | 14 | nt | -1.1 | -14 | 2.4 | nt | -1.1 | 3.5 | nt
CC(C)[C@H](NC(=O)N1CC(=O)Nc2ccccc21)C(=O)N[C@H](Cc1ccccc1)C(=O)O | 1 | -8 | -3 | 1.0 | 8 | 2.9 | -1 | -0.8 | 3.5 | 2
CCOc1cccc(CNCc2cccnc2)c1OCc1ccccc1 | -2 | 7 | 2 | 0.8 | -7 | -1.5 | 1 | 0.2 | -0.1 | 5
CCn1cc(Br)c(C(=O)Nc2ccc(C(=O)OC(C)C)cc2)n1 | 4 | 52 | -5 | -0.6 | -52 | 3.4 | 0 | -3.7 | 1.6 | 40
CNC(=O)C(NC(=O)CNC(=O)c1ccc(Cl)cc1)C(C)(C)C (centres undefined) | -2 | 0 | 2 | 2.6 | 0 | 4.1 | -1 | -1.5 | 2.8 | 1
O=C(O)C1CCCCC1C(=O)NC1C2CC3CC(C2)CC1C3 (centres undefined) | 0 | -13 | -2 | 1.0 | 13 | 1.4 | -3 | 0.6 | 4.8 | nt
CCN(CC)S(=O)(=O)c1ccc(Cl)c(NC(=O)CSc2cccc[n+]2[O-])c1 | -1 | nt | 5 | -3.0 | nt | 0.1 | 1 | 0.3 | 1.2 | 0
CC(Sc1ccsc1[N+](=O)[O-])C(=O)NCc1ccccc1 (centres undefined) | nt | nt | nt | -3.0 | nt | 5.2 | 54* | nt | 4.4 | nt
Cc1ccc(NC(=O)CCc2c(C)nc3ncnn3c2C)cc1 | -5 | -11 | 1 | 4.0 | 11 | 1.4 | nt | -0.6 | 1.6 | nt
COc1cc2[nH]c(=S)n(CCN3CCOCC3)c(=O)c2cc1OC | -3 | 2 | 0 | 1.7 | -2 | -1.9 | -6 | -2.9 | 3.1 | -1
CCOC(=O)CCNC(=O)Nc1ccc2nc(C)n(Cc3ccc(Cl)cc3)c(=O)c2c1 | 2 | -7 | -4 | 0.0 | 7 | 2.3 | -7 | -3.1 | 0.8 | -6

Hits appear at their usual frequency; about 3.6% have a hit in one of these screens.
